Source: PubChem (several laboratories)
MITF TRPM1 HTS = increases MITF-driven TRPM1 promoter luciferase signal | SK-MEL-5 TRPM1-promoter luciferase, 24 h; % of positive control, neutral wells = 0 | activation, % at 12.5 µM | 0.75% of 300,000 active | AID 588334;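 active = mean activation of at least 80% with every replicate also reaching 80%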;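 also: 0% = neutral control wells and 100% = parthenolide positive control wells; values of inactives mirror those of a sister screen read the other way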
PKA-R2B activ = activates the human PKA-R2B holoenzyme complex | PKA-R2B holoenzyme dissociation, Cy5-IP20 fluorescence polarization; R2B truncated from residue 108, S112A mutant; 0% DMSO only, 100% 113 µM cGMP | activation, % at 11.4 µM | 0.079% of 340,000 active;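 active = activation above a cutoff set at the mean over all compounds plus 3 SD, cut at about 18% in these data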;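 also: higher means more holoenzyme dissociation and a rise in polarization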
Target sequence (P31323 whole entry, looked up, other chains not shown, the tested form may be a part): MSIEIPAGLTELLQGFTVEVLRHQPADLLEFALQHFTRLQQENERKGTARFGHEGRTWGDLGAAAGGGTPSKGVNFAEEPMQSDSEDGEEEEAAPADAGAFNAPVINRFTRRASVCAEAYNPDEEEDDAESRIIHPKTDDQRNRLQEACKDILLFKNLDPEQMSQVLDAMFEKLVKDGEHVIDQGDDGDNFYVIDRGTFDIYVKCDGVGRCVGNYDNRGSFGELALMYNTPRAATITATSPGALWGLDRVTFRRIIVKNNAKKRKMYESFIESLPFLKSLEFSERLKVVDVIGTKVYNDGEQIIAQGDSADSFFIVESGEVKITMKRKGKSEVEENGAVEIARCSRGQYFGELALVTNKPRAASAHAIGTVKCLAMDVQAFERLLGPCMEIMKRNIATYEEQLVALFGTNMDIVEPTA
dFosB activator = mouse delta FosB homodimer activation; 0.99% of 340,000 active; activation, % at 25 µM; P13346; purified delta FosB, TAMRA-CDK5 oligo fluorescence polarization; percent of positive-control signal above neutral wells;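 active = mean activation above about 17%, with every replicate also reaching it, limit read from the data, passing the limit was not always enough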;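 also: fluorescence polarization rise as delta FosB binds a TAMRA Cdk5 AP-1 oligo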
Arr AP2 block = inhibitors of human beta-arrestin and AP2 interaction; FITC-arrestin peptide / GST-AP2 beads, flow cytometry; AP2 beta2 appendage carries R879A mutation; inhibition, % at 10 µM; 0.31% of 340,000 active;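 active = inhibition above a set limit, near 3 SD of compounds lacking own fluorescence, cut at about 54% in these data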;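 also: plate controls were DMSO wells for no effect and 5 µM unlabelled arrestin peptide for full effect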
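Material – AP2 appendage R879A on GSH beads · Buffer or medium – PBS with 0.05% Tween 20 and 0.1% BSA · Probe or stimulus – fluorescein-tagged arrestin peptide at 50 nM final · Incubation – compound with beads 12 min RT, then probe 1 h RT · Detection – high-throughput flow cytometry of beads, ex 488, em 535 nm · Evaluation – percent response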
CDK5 inh = CDK5/p35 (human) kinase inhibition; Q00535+Q15078; Recombinant CDK5/p35, ADP-Glo luminescence, 60 min; inhibition, % at 10 µM; 0.01% of 330,000 active;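 active = highest replicate inhibition of at least 50% and at least 75% of replicates reaching 50%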;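 also: plate controls were DMSO neutral control for no effect and GW8510 at 10 µM for full effect; many of its hits are not listed in these tables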
PKA-R1A act = PKA-R1A complex activation | 0.083% of 340,000 active | PKA-R1A dissociation, Cy5-IP20 fluorescence polarization; scaled: DMSO 0%, 113 µM cGMP 100% | P00514+P68181 | activation, % at 11.4 µM | AID 504707;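 active = percent activation above the mean of all tested compounds plus 3 SD, cut at about 19% in these data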;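 also: higher means more PKAc released from R1A so a rise in polarization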
NSD2 HMT inh = NSD2 (human) methyltransferase inhibition. O96028. NSD2 peptide methylation, AlphaScreen, 120 min. inhibition, % at 12.5 µM. 0.54% of 310,000 active; in the data active = inhibition above about 50%
SR-BI HDL uptake = inhibitors of mouse SR-BI mediated HDL lipid uptake | Q61009 | ldlA[mSR-BI] CHO cells, DiI-HDL uptake fluorescence, 3 h | inhibition, % at 12.5 µM | 0.96% of 320,000 active | AID 488896;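 active = mean replicate inhibition of at least 70% and a set share of replicates each scoring 70 or more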;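 also: 0% = median of neutral control wells and 100% = median of positive control wells; values of inactives mirror those of a sister screen read the other way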
Target sequence (Q61009 whole entry, looked up): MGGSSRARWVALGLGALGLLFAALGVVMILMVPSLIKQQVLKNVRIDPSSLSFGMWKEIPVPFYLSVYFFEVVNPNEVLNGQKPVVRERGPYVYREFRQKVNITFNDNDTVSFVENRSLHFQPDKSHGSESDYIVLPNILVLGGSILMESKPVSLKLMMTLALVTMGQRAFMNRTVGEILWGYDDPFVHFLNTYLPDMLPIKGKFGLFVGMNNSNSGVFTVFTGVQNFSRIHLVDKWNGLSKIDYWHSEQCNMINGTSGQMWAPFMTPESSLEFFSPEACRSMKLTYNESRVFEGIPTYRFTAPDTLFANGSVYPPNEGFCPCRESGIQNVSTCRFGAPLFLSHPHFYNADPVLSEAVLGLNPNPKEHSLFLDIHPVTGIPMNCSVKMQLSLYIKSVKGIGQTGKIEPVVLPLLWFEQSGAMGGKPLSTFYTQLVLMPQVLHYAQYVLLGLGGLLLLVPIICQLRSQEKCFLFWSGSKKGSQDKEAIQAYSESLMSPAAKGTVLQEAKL
SR-BI DiI-HDL act = SR-BI HDL lipid transfer activation; 0.096% of 320,000 active; CHO ldlA[mSR-BI] cells, DiI-HDL uptake fluorescence, 3 h; 100 = double the neutral-control signal; AID 504775; activation, % at 12.5 µM;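 active = mean replicate activation of at least 60% and every replicate at or above 60%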;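 also: 0% = median plate neutral-control signal and 100% = twice that signal; values of inactives mirror those of a sister screen read the other way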
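Test system: SR-BI-overexpressing, LDLR-lacking CHO cells; Medium: Ham's F12 with 0.5% BSA, HEPES 25 mM, pH 7.4; Schedule: 3 h, 37 °C; Technique: bottom-read fluorescence, 550/595 nm.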
Pemphigus Ab inh = human desmoglein-3 autoantibody binding inhibition | DSG3-coupled beads, scFv-anti-DSG3-GFP binding, flow cytometry; stronger effect = lower value | binding (percent of control), % at 10 µM | P32926 | 0.48% of 310,000 active;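 active = binding more than 3 SD below its plate's average and above zero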;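 also: hits lower antibody fragment binding to DSG3; some compounds called inactive have numbers as strong as hits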
SUMO Mot1 rescue = inhibitors of SUMOylation pathway: yeast Mot1-301 growth rescue; S. cerevisiae Mot1-301 growth rescue, ATP luminescence, 38.5C; percent above DMSO median, 100 means doubled; growth rescue, % at 18.8 µM; 1% of 320,000 active;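 active = every valid replicate shows activation above 250% relative to neutral control wells; inactive = the rest, any valid replicate at or below 250%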;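 also: OY570 slx delta 5 strain wells were the positive control but not used for scaling; some compounds called inactive have numbers as strong as hits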
Active calls of the source: *; · = not tested or not shown.

SMILES	MITF TRPM1 HTS	PKA-R2B activ	dFosB activator	Arr AP2 block	CDK5 inh	PKA-R1A act	NSD2 HMT inh	SR-BI HDL uptake	SR-BI DiI-HDL act	Pemphigus Ab inh	SUMO Mot1 rescue
O=C(NCCN1CCOCC1)c1cc(-c2cccc(O)c2)on1	1	-4	0	-1	-0.3	-7	-4	-2	2	93	9
COc1ccc(C2=NN(C(=O)c3cccs3)C(c3ccccc3OC)C2)cc1OC (configuration not stated)	-1	7	·	8	1.1	-2	-6	13	-13	·	4
CCOC(=O)C1=C(C)N(C[C@@H]2CC[C@@H](Cc3ccc(-c4ccccc4)cc3)O2)C(=O)NC1c1cccc([N+](=O)[O-])c1 (some centres not stated)	5	-10	2	42	4.0	-4	·	19	-19	98	·
O=C(NC1CC1)C1=C[C@@H](C2CCCCC2)C[C@@H](OCCCCO)O1	1	-17	2	9	0.4	0	·	-28	28	102	5
Cc1nc2ccccc2c(=O)n1CCCn1ccnc1	-17	6	5	-7	-0.1	0	-4	-18	18	96	-1
COC(=O)C1=CN(c2ccc(F)c(F)c2)C=C(C(=O)OC)C1c1ccc([N+](=O)[O-])cc1	·	2	-4	9	-1.2	-11	2	72*	-72	120	12
CNC(=O)COC(=O)c1cc2c(C)nn(-c3ccc(F)cc3)c2s1	12	-8	-10	23	-0.7	0	-1	47	-47	99	-2
COc1ccccc1-n1c(SCC(=O)NC2CCCC2)nc2cccnc21	6	-5	-3	8	2.6	-7	-9	2	-2	95	-5
COc1ccc(S(=O)(=O)N2CCCC(C(=O)NCc3ccc4c(c3)OCO4)C2)cc1 (configuration not stated)	4	-12	-7	43	1.6	-11	-2	·	·	88	-2
O=C(Nc1ccc(F)cc1F)c1ccc2ncsc2c1	22	4	-5	29	1.6	4	0	-15	15	115	335*
COc1ccc(/C=N/Nc2nnc(Cc3ccccc3)c(=O)[nH]2)cc1OC	26	2	8	9	0.4	3	-1	·	·	94	-7
COc1ccc(C(CC(=O)N2CCN(c3ccccc3)CC2)c2c(O)cc(OC)cc2OC)cc1 (configuration not stated)	7	-4	0	-5	2.2	0	·	-6	6	100	-9
CCCNC(=O)C(=O)NCc1ccccn1	-3	0	-9	10	0.3	-5	1	-12	12	96	-3
CC1(C)CC(=O)c2cc(C(=O)NCc3ccco3)c(=O)n(-c3ccc(Cl)cc3)c2C1	4	-9	-19	3	-0.1	-2	-2	39	-39	91	9
CC(C)Cn1c(-c2cccs2)nc2ccccc21	1	-6	-4	-9	0.1	3	-1	-7	7	102	-7
CCCC(C(=O)NNC(=O)c1cc(C)oc1C)c1ccccc1 (configuration not stated)	14	-4	6	36	2.7	-9	1	10	-10	·	-1
O=C(CBr)N1CCc2ccccc2C(c2ccccc2)C1 (configuration not stated)	·	2	-2	-1	-0.5	-8	1	-8	8	98	-21
COc1ccc2cc3cc(C(=O)NCCCN4CCc5ccccc5C4)sc3nc2c1	64	2	-21	17	0.6	3	-1	-4	4	100	11
NS(=O)(=O)c1ccc(CCNC(=O)CSc2ccc([N+](=O)[O-])cc2)cc1	-7	-3	5	-8	1.4	1	-2	-9	9	105	20
COC(=O)c1cn(CC(=O)Nc2ccc(OC)cc2)c2ccccc12	5	8	4	2	1.9	-10	-5	8	-8	98	-11
O=C1CN(C(=O)COC(=O)c2oc3ccccc3c2COc2ccccc2)c2ccccc2N1	2	-1	1	12	1.6	4	1	10	-10	93	2
CC(C)(Cc1cc(CC(C)(C)C(=O)O)cc(C(C)(C)C)c1)C(=O)O	4	11	12	4	1.1	-10	·	-15	15	99	1
N=C1/C(=C\c2coc3ccc(O)cc3c2=O)C(=O)N=C2SC=CN12	-25	0	-26	10	2.0	-6	35	·	·	95	-6
O=S(=O)(c1ccc(-c2ccccc2)cc1)N1CCCCC1	-9	-12	-6	0	-0.1	6	-3	·	·	111	-5
CCOC(=O)C1CCN(C(=O)CN(C)S(=O)(=O)c2ccc3c(c2)c(=O)n(C)c(=O)n3C)CC1	-2	-10	4	0	0.7	-9	-5	1	-1	108	16
COc1ccc2c(c1)N(C)/C(=C1/SC(=NCc3ccccc3)N(c3ccccc3)C1=O)S2	-1	-5	-6	1	-0.1	-4	0	-20	20	89	11
C=CCNC(=O)c1c(Cl)cnn1-c1ccc(C)cc1	35	·	-4	14	1.5	·	-2	-9	9	104	11
CC(C)(NC(=O)N1CCOCC1)c1cccc(C(C)(C)NC(=O)N2CCOCC2)c1	8	-15	-5	-3	-2.3	10	-4	·	·	110	890
COc1ccc(COC(=O)c2n[nH]c3ccccc23)cc1F	·	2	-14	10	1.7	3	-2	-9	9	102	35
CCc1cccc(CC)c1NC(=S)Nc1ccc2cn[nH]c2c1	7	5	-12	3	4.2	-10	7	·	·	96	-5

Whole records as entered above. Order of values: MITF TRPM1 HTS, PKA-R2B activ, dFosB activator, Arr AP2 block, CDK5 inh, PKA-R1A act, NSD2 HMT inh, SR-BI HDL uptake, SR-BI DiI-HDL act, Pemphigus Ab inh, SUMO Mot1 rescue
Results for `CC(C)(Cc1cc(CC(C)(C)C(=O)O)cc(C(C)(C)C)c1)C(=O)O` → 4, 11, 12, 4, 1.1, -10, ·, -15, 15, 99, 1
Results for `O=C1CN(C(=O)COC(=O)c2oc3ccccc3c2COc2ccccc2)c2ccccc2N1` → 2, -1, 1, 12, 1.6, 4, 1, 10, -10, 93, 2
Results for `O=C(CBr)N1CCc2ccccc2C(c2ccccc2)C1` (configuration not stated) → ·, 2, -2, -1, -0.5, -8, 1, -8, 8, 98, -21
Results for `N=C1/C(=C\c2coc3ccc(O)cc3c2=O)C(=O)N=C2SC=CN12` → -25, 0, -26, 10, 2.0, -6, 35, ·, ·, 95, -6

Remaining list, next part:
SMILES	MITF TRPM1 HTS	PKA-R2B activ	dFosB activator	Arr AP2 block	CDK5 inh	PKA-R1A act	NSD2 HMT inh	SR-BI HDL uptake	SR-BI DiI-HDL act	Pemphigus Ab inh	SUMO Mot1 rescue
N#Cc1ccccc1S(=O)(=O)N1CCN(C(=O)Cc2n[nH]c(=O)c3ccccc23)CC1	-4	-1	-3	5	0.2	3	-1	-5	5	129	-7
CC(=O)N(CCOc1ccccc1)CCOc1ccccc1	·	11	-2	14	-0.3	-7	-4	20	-20	113	-13
Cc1cc(C)c2nc(SC(C)C#N)cc(C)c2c1 (configuration not stated)	4	-8	-2	-8	1.2	-5	-3	27	-27	78	7
Nc1nc2sc3c(c2cc1C(=O)NCC(=O)O)CCCC3	·	-4	-2	-6	2.7	10	2	·	·	98	4
CS(=O)(=O)N(Cc1ccc(C(=O)N2CCc3ccccc3C2)cc1)c1ccccc1	6	-4	-12	3	-1.8	-1	1	24	-24	99	0
O=C(N/N=C/C(c1ccccc1)c1ccccc1)c1ccccc1F	-7	-7	-3	24	-1.5	-8	-1	-23	23	129	33
CCn1c(=O)cc(OCC(=O)N2CCCC2)c2ccccc21	6	9	-2	6	-1.0	1	·	4	-4	103	-16
CCC1CCCCN1C(=O)CSc1nnc(CNC(=O)c2ccco2)o1 (configuration not stated)	-1	6	-3	3	-2.2	-4	1	-9	9	·	361*
O=c1c2ccccc2nc(SCCN2CCCCC2)n1CCc1ccccc1	-9	3	-21	-11	0.9	-2	5	8	-8	97	181
CC1=NN(c2ccc(Cl)c(C(=O)O)c2)C(=O)/C1=C\c1ccc(-c2ccc(C(=O)O)cc2)o1	-3	-17	-1	12	1.5	2	8	2	-2	100	·
CC(NC(=O)COC(=O)c1ccc2c(c1)OCCO2)c1ccccc1 (configuration not stated)	0	-7	-4	12	-1.1	-13	-4	-6	6	92	13
O=S(=O)(Cc1ccccc1)Nc1cccc(Br)c1	10	5	-8	-8	-1.0	-3	-4	-23	23	92	-1
C=CC(=O)Nc1cccc(CN2C(=O)N(c3cc(OC)cc(OC)c3)Cc3cnc(NCCCCN(CC)CC)nc32)c1	11	1	36*	·	-1.5	0	·	-16	16	114	·
Cn1c(SCc2c(F)cccc2Cl)nc2c(c1=O)SCC2	0	-6	-7	8	0.5	-1	0	49	-49	·	4
CNc1cccnc1C=NNC(N)=S	·	-10	-6	6	2.1	-3	3	3	-3	90	·
CC1(C)CC(=O)C2=C(C1)Nc1ccccc1NC2c1cccs1 (configuration not stated)	12	-6	1	-1	0.3	-16	0	-3	3	119	·
N#Cc1ccc(CSc2nnc(-c3ccccn3)n2-c2ccccc2)cc1	-2	10	4	12	-2.2	-6	1	-13	13	98	7
Clc1ccc(COn2nnc3ccccc32)c(Cl)c1	99*	-21	-9	7	1.7	-6	-2	-9	9	89	1
CCc1ccc(Nc2nnc(SCC(=O)Nc3ccc(C(=O)O)cc3)s2)cc1	1	0	-8	7	1.6	-10	1	-19	19	100	-26
O=c1c(Oc2ccccc2F)coc2cc(OCc3cnn(-c4ccccc4)c3)ccc12	-3	7	-7	17	0.4	-11	3	20	-20	85	2
CC1CC(C)(C)N2C(=O)C3(Nc4ccccc4S3)c3cccc1c32 (configuration not stated)	-15	2	-13	-9	-3.5	-5	5	43	-43	108	723*
C/C(O)=C\c1nc(=O)c2c(C)cc(C)nc2n1-c1ccccc1	5	2	-5	-1	-1.2	-7	1	-23	23	86	-1
CC(C)(O)CNC(=O)Nc1ccc(Cl)c(Cl)c1	·	-5	-4	-5	-1.2	-3	-2	-8	8	·	-3
C[C@H]1COC(=O)[C@@H](Cc2ccc(F)cc2)CC/C=C\C[C@H](CC(=O)NCCO)C(=O)N1	-2	-13	-9	-6	-5.7	-13	·	-2	2	105	-8
O=C(NCCCNC(=O)c1ccc(Cl)cc1Cl)c1ccco1	-10	8	0	8	-1.1	-3	-3	·	·	·	0
Cc1c(Cc2ccccc2)c(=O)oc2c(C)c(OCC(=O)N3CCC(C(=O)O)CC3)ccc12	4	-6	-6	2	-0.3	4	·	10	-10	·	174
CCOC(=O)CSCC(NC(=O)OC(C)(C)C)C(=O)OCC (configuration not stated)	·	-2	1	-1	0.2	-5	1	-25	25	103	2
CC(=O)Nc1ccc(SCC(=O)Nc2ccccc2N2CCOCC2)cc1	7	2	-2	9	-3.2	-5	0	10	-10	88	3
Cc1ccc(C(=O)NCCN2C3=NC[C@@H](Cc4ccccc4)N3C[C@H]2Cc2ccc(O)cc2)cc1Br	11	-2	1	-7	1.6	3	·	-10	10	·	-15
CCN(C(=O)Cc1c(C(=O)O)[nH]c2ccccc12)c1cc(OC)ccc1OC	3	-2	0	5	1.0	-7	1	-9	9	99	-23
CCN(CC)C(=O)COc1coc(CN2CCN(c3ccc(F)cc3)CC2)cc1=O	8	2	-2	-2	-1.8	-6	20	-9	9	105	-25
